# Bioassay records as filed in PubChem BioAssay.
# MITF primary: MITF inhibitors, primary screen, biochemical, AlphaScreen, human; AlphaScreen MITF homodimerization, bead proximity signal; inhibition, % at 2.6 µM; 650,000 tested, 0.91% active; in the data active = inhibition above about 50%;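 also: 0% = vehicle wells with protein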
# Target sequence (O75030 whole entry, looked up): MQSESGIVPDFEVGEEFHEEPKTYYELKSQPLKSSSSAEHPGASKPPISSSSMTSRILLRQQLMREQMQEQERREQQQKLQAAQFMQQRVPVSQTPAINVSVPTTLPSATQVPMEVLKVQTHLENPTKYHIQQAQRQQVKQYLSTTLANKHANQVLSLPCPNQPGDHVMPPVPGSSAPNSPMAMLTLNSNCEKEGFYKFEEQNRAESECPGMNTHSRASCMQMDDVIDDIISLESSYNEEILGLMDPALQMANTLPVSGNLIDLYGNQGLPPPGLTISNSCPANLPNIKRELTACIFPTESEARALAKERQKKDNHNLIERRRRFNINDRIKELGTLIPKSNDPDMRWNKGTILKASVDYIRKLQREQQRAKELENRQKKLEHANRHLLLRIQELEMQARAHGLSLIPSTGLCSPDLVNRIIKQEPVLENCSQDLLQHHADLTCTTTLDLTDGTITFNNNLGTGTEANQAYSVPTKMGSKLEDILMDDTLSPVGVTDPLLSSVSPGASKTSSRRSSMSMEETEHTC
# FBW7 act: FBW7 E3 ligase activators, primary screen, biochemical, AlphaScreen, human; 650,000 tested, 0.13% active; AlphaScreen FBW7–phospho-cyclin E peptide binding, activator screen; normalized activity (activation), % at 26.1 µM; in the data active = normalized activity above about 1.9%;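 also: purified mutant Fbw7 with reduced substrate affinity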
# TEAD-YAP block: TEAD-YAP interaction inhibition, primary screen, TEAD-YAP interaction inhibitor project, luminescence, HEK-TIYL cells | 640,000 tested, 1.4% active | inhibition, % at 9.12 µM | TEAD-Gal4/YAP UAS-luciferase luminescence; in the data active = inhibition above about 32%;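 also: 0% = median of test compound wells and 100% = reference inhibitor wells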
# GPR151 activ: activators of human GPR151, primary screen, cell-based, PathHunter beta-arrestin, luminescence | G-protein coupled receptor 151 (Homo sapiens), Q8TDV0 | PathHunter beta-arrestin GPR151 cells | activation, % at 11.2 µM | 650,000 tested, 1% active; in the data active = activation above about 4.9%;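 also: 0% = median of compound wells and 100% = cells with positive control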
# Target sequence (Q8TDV0 whole entry, looked up): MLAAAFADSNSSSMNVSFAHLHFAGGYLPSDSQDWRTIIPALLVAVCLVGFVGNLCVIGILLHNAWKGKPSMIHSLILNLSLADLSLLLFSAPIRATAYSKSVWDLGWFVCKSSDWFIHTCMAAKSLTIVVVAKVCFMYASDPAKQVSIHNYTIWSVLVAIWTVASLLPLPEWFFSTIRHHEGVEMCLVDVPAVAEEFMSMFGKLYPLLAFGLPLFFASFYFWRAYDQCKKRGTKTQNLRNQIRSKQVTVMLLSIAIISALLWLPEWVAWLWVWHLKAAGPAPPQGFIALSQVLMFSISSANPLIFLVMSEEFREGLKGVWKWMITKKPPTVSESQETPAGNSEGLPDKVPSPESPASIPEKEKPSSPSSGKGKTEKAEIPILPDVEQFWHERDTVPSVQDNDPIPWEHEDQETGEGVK
# Numbers without * were called inactive.
Molecule	MITF primary	FBW7 act	TEAD-YAP block	GPR151 activ
CC(c1ccncn1)N(C)C(=O)c1cc(COc2c(F)cccc2F)on1 (centres undefined)	-8	-0.1	-2	0.4
CC(=O)N1C(=O)/C(=C2\SC(N)=NC2=O)c2ccccc21	19	0.0	0	-0.4
O=C(Nc1ccc(Cl)cc1)c1ccccc1NS(=O)(=O)c1ccccc1	-9	-0.1	-15	-0.2
CCOC(=O)C1=C(C)N=c2s/c(=C\c3ccc(OCCOc4ccc(C)cc4)c(OCC)c3)c(=O)n2C1c1ccc(OC)cc1 (centres undefined)	4	-0.2	7	0.3
Cc1ccccc1COC(=O)c1ccc(S(=O)(=O)NCc2ccco2)cc1	3	-0.2	3	-2.1
Cc1ccc2nc(N3CCOCC3)c(/C=C3\N=C(c4ccccc4)OC3=O)cc2c1	10	0.0	3	-1.3
CC(C)(C)c1[nH]nc2c1C(c1ccco1)C(C#N)=C(N)O2 (centres undefined)	3	-0.1	-2	2.7
COc1ccc(OC)c(NC(=O)Cn2ncc3c(=O)oc4ccc(C)cc4c32)c1	-11	-0.1	-3	0.8
COCCCNC(=O)CCc1nc2cccnc2n1-c1ccccc1	-10	-0.1	-3	1.0
COc1cc(NC(=S)N2CCN(c3ncccn3)CC2)cc(OC)c1	4	0.1	7	0.5
COC(=O)c1ccc(C(=O)OC)c(NC(=O)/C=C/c2cccc([N+](=O)[O-])c2)c1	11	0.7	10	1.8
O=C1NCCCCC1NS(=O)(=O)c1ccc2c(c1)OCCCO2 (centres undefined)	20	0.3	5	-0.8
Cc1ccsc1C=Nc1cccc(S(=O)(=O)N2CCCCC2)c1	2	-0.2	-4	-1.7
CC(C)Cn1c(N)c(C(=O)c2ccc(S(=O)(=O)N3CCCCC3)cc2)c(=O)[nH]c1=O	13	0.0	4	-0.3
COc1ccc(CCNc2nc(N3CCC(N4CCOCC4)CC3)ncc2C)cc1	14	0.0	12	-0.3
CC1CCc2cc(F)cc3c(O)c(C(=O)Nc4ncccc4O)c(=O)n1c23 (centres undefined)	0	0.2	9	1.6
CCOc1ccc(NC(=O)CSc2nnc(-c3cc(Cl)ccc3O)n2C)cc1	4	-0.1	2	0.2
COc1ccccc1N1CCN(CCC(=O)NN)CC1	-12	0.0	-13	1.1
Oc1ccccc1-c1nc2cnccn2c1Nc1ccc(Cl)cc1	-3	-0.3	-7	-1.1
COC(=O)c1ccccc1Oc1nc(OC)cc(OC)n1	11	0.1	-6	-1.1
CCN1CCN(CC(O)COc2ccc(C(=O)OC)cc2)CC1 (centres undefined)	7	0.0	-17	-1.5
Cc1cc(C)cc(-n2nc3c(c2NC(=O)c2ccccc2[N+](=O)[O-])CSC3)c1	16	0.1	-3	-0.3
COc1ccc(C2C(C(=O)N3CCCCC3)=C(C)NC3=C2C(=O)CC(C)(C)C3)cc1Br (centres undefined)	-7	-0.1	2	-0.1
C=CCn1c(=O)c2c(nc3n(-c4ccccc4CC)c(C)cn23)n(C)c1=O	-4	-0.1	5	2.9

# Copied from the list.
# COC(=O)c1ccccc1Oc1nc(OC)cc(OC)n1 in FBW7 act reads 0.1
# CCOc1ccc(NC(=O)CSc2nnc(-c3cc(Cl)ccc3O)n2C)cc1 in MITF primary reads 4
# CC1CCc2cc(F)cc3c(O)c(C(=O)Nc4ncccc4O)c(=O)n1c23 (centres undefined) in FBW7 act reads 0.2
# Cc1cc(C)cc(-n2nc3c(c2NC(=O)c2ccccc2[N+](=O)[O-])CSC3)c1 in GPR151 activ reads -0.3
# CCN1CCN(CC(O)COc2ccc(C(=O)OC)cc2)CC1 (centres undefined) in TEAD-YAP block reads -17
# COc1ccc(CCNc2nc(N3CCC(N4CCOCC4)CC3)ncc2C)cc1 in FBW7 act reads 0.0
# Cc1ccsc1C=Nc1cccc(S(=O)(=O)N2CCCCC2)c1 in TEAD-YAP block reads -4

# New compounds follow
Molecule	MITF primary	FBW7 act	TEAD-YAP block	GPR151 activ
CCOC(=O)c1ccc(NC(=O)CC2SC(=O)N(CN3CCOCC3)C2=O)cc1 (centres undefined)	0	0.1	2	-0.4
O=C(O)CCC(=O)N1CCc2cc(S(=O)(=O)NCc3ccc4c(c3)OCO4)ccc21	-11	1.1	-6	0.4
O=C(O)CCCNC(=O)c1ccccc1NC(=O)c1ccccc1	11	0.1	1	-0.4
CN(C)c1ccc2c(c1)OC(N)=C(C#N)C21C(=O)Nc2ccc(Br)cc21 (centres undefined)	0	1.0	1	-0.3
CCCCC(=O)Nc1nc2c(C)cccc2s1	15	0.2	-21	-1.3
Cc1ccc(C(=O)CSC2=NC(N)=C(C#N)C3(CCCCC3)C2C(N)=O)cc1 (centres undefined)	-5	0.0	-7	1.0
Cn1c(=O)[nH]c(=O)c2c1nc(N1CCOCC1)n2CCSc1nc2ccccc2o1	-16	0.0	-8	-1.7
COC(=O)c1ccc(N2C(=O)C=CC2=O)cc1	-9	0.0	2	-0.6
S=c1oc(-c2ccc3c(c2)OCO3)nn1CN1CCCC1	9	0.0	4	1.8
COc1cc(C(C)=O)cc(OC)c1OC	-12	0.0	-5	-0.1
COc1ccc(Br)cc1/C=c1/sc2nc(-c3cccnc3)nn2c1=O	8	0.3	-3	-0.5
COc1ccc(CNC(=O)c2c(Cl)cccc2Cl)cc1	-3	0.5	-2	5.7*
COc1ccc(CC(=O)NCc2ccsc2)cc1	6	0.1	35*	1.8
O=C(CNC(=O)c1ccc2c(c1)OCO2)N=Nc1c(O)[nH]c2ccccc12	2	-0.1	11	3.4
O=C1CC(N2CCOCC2)C(=O)N1c1cccc2ccccc12 (centres undefined)	-5	-0.1	2	0.2
C[n+]1c2ccccc2nc2ccc(NCCc3cnc[nH]3)cc21	25	-0.6	6	-1.1
CC(=O)C1=C(C)NC(SCC(=O)c2ccccc2)=C(C#N)C1c1ccccc1 (centres undefined)	9	0.6	1	2.4
Nc1c(C(=O)C23CC4CC(CC(C4)C2)C3)oc2ccccc12	15	0.4	-6	0.5
Cc1cccc(C2c3[nH]c4ccccc4c3CCN2C(=O)CCCN2CCCCC2=O)n1 (centres undefined)	-5	0.2	-2	-0.5
O=C(COC(=O)C1COc2ccccc2O1)c1ccc(Br)cc1 (centres undefined)	-2	0.0	0	-0.2
Cc1ccc(CCNCc2ccc(C(=O)O)s2)cc1	20	0.7	-10	0.5
COc1cc(NC(=O)c2ccc3c(c2)C(=O)N(c2c(C)cc(C)cc2C)C3=O)c(C(=O)O)cc1OC	15	0.0	9	0.2
O=C(Nc1ccc(-c2nc3ccccc3o2)cc1)c1ccc([N+](=O)[O-])o1	-6	0.0	13	1.4
O=C(Nc1sc2c(c1C(=O)N1CCOCC1)CCC2)c1ccccc1Cl	-14	0.1	-1	0.4
O=C(c1ccc([N+](=O)[O-])o1)c1sc(N2CCOCC2)nc1-c1cccs1	7	-0.1	6	-1.6
O=C(CSc1nccn1Cc1ccco1)NCc1ccccc1	-4	-0.2	-9	-0.6
Cc1cccc(C2C3=C(Nc4c2c(=O)n(C)c(=O)n4C)c2ccccc2C3=O)c1 (centres undefined)	4	-0.1	-10	-1.1
Cc1ccc(NC(=O)Nc2c(C)n(C)n(-c3ccccc3)c2=O)cc1Cl	-2	-0.1	18	0.3
CC(O)CNc1ccc([N+](=O)[O-])c(NCCOc2ccccc2)c1 (centres undefined)	20	-0.2	-21	-0.4
Cc1ccc(S(=O)(=O)Nc2cc(C)cn(Cc3ccc(F)cc3)c2=O)cc1	10	0.2	0	-0.3
CCOC(=O)C(=CNc1cc(OC)cc(OC)c1)C(=O)OCC	5	0.1	20	1.4
Cc1ccc(-c2nnn(CC(=O)NC3CCCC3)n2)cc1	1	0.0	-8	0.6
O=C(/C=C/c1ccco1)NCCNc1cc(-n2cccn2)ncn1	29	0.4	-18	1.9
COc1c(Br)cc(/C=C(\C#N)c2nc3ccccc3[nH]2)c(OC)c1Br	10	0.1	-5	1.6
Cc1cc(NC(=O)CSc2nnc3n(C4CCCC4)c(=O)c4ccccc4n23)no1	3	-0.1	-4	-0.3
COc1ccccc1N(CCOC(=O)Cn1cnc2ccccc2c1=O)C1=NS(=O)(=O)c2ccccc21	0	0.0	-15	1.5
Cc1ccc(OCC(=O)Nc2nc3ccc(S(C)(=O)=O)cc3s2)cc1C	7	-0.1	1	0.6
CCC(=O)NNC(=O)CSc1nc2c(C)ccc(C)c2cc1CC	10	0.4	-3	-0.3
COC(=O)Cc1ccc(OC)c(CSC(=N)N)c1	13	0.4	5	-1.1
CSc1ccc(NC(=O)C2CC23CCN(C(=O)CC2CCCCC2)CC3)cc1 (centres undefined)	3	-0.1	13	-0.3
COCCN1C(=O)CC(CC(=O)NCC(F)(F)F)(c2ccccc2C)C1=O (centres undefined)	-8	-0.1	-12	0.4
O=C(Cc1c[nH]c2ccccc12)NCc1cccc(Cl)c1	2	-0.1	-14	-0.1
O=C(Nc1cccc(Cl)c1)NC1CC2CCC(C1)N2Cc1ccco1 (centres undefined)	-3	0.0	-2	-0.9
C/C(CC(=O)N1CCCCC1)=N\NC(=O)c1cccc(C)c1O	0	-0.1	-14	-0.9
CCC(=O)N1c2ccc(S(=O)(=O)N3CCN(c4cccc(Cl)c4)CC3)cc2CC1C (centres undefined)	-3	0.0	13	0.0
Cc1nc2nc[nH]n2c(=O)c1CCC(=O)NCC(C)c1ccccc1 (centres undefined)	-16	-0.2	0	1.1
O=C(CNCc1ccccc1Cl)Nc1ccccc1N1CCCCC1	62*	0.2	-8	-1.0
CC(=O)Nc1ccc(NCc2ccco2)cc1	13	-0.1	-3	2.5

# One compound at a time (already shown):
# Cc1nc2nc[nH]n2c(=O)c1CCC(=O)NCC(C)c1ccccc1 (centres undefined) is listed as MITF primary: -16; FBW7 act: -0.2; TEAD-YAP block: 0; GPR151 activ: 1.1
# COCCN1C(=O)CC(CC(=O)NCC(F)(F)F)(c2ccccc2C)C1=O (centres undefined) is listed as MITF primary: -8; FBW7 act: -0.1; TEAD-YAP block: -12; GPR151 activ: 0.4
# CCC(=O)N1c2ccc(S(=O)(=O)N3CCN(c4cccc(Cl)c4)CC3)cc2CC1C (centres undefined) is listed as MITF primary: -3; FBW7 act: 0.0; TEAD-YAP block: 13; GPR151 activ: 0.0

# The results go on.
Molecule	MITF primary	FBW7 act	TEAD-YAP block	GPR151 activ
CC1=CC=CN2C1=NC(=O)CC2(C)C(=O)N(CC(=O)NC(C)C)C1CCCC1 (centres undefined)	22	0.3	15	-1.0
CCCCNc1nc2ccccc2c2nc(-c3cccnc3)nn12	6	-0.1	4	0.9
COc1cccc(NC(=O)c2nn(-c3cc(OC)cc(OC)c3)c(=O)c3ccccc23)c1	-6	0.0	-6	1.1
CCOC(=O)C1=C(C)N=c2s/c(=C\c3c(OC)ccc4ccc(OC)cc34)c(=O)n2C1c1cc(Br)c(OC)cc1OC (centres undefined)	-7	-0.1	4	-0.4
CC1=NNC(=O)C1CCC(=O)N/N=C\c1ccc(Cl)c(Cl)c1 (centres undefined)	-21	0.2	-2	0.2
CCCN1CCN(C(=O)Cn2c(C)cc3ccccc3c2=O)CC1	6	0.1	3	-1.2
CC(C)OCCCN1C(=O)C2C(C(=O)Nc3ccc(Cl)cc3)C3C=CC2(O3)C1C(=O)NC1CCCCC1 (centres undefined)	-2	0.0	-3	1.9
COc1ccc(-c2nsc(SCC(=O)Nc3cccc(F)c3)n2)cc1	7	0.1	-12	0.8
Cc1cnc(-c2ccc(N3CCOCC3)nc2)nc1NCc1cccnc1	5	-0.1	-7	1.3
O=C(/C=C/c1ccccc1Cl)Nc1ccc(S(=O)(=O)N2CCCCC2)cc1	-4	-0.1	-3	-1.0
CCCn1c(CCC(=O)NCc2ccccc2Cl)nc2cccnc21	-6	0.2	9	-0.1
Cc1cccc(-n2ncc3c(N4CCN(c5ccc([N+](=O)[O-])cc5)CC4)ncnc32)c1	-2	-0.1	-7	-0.1
NC(=O)c1ncn(C2O[C@H](CO)[C@@H](O)[C@H]2O)c1N (some centres undefined)	15	0.5	6	0.7
Cc1cc(C)n(-c2cccc(CN(C)C(=O)CCC3(Cc4ccco4)CCC(=O)N3)c2)n1 (centres undefined)	6	0.1	5	-1.0
O=C(Nc1cc(Cl)nc(NC(=O)C2CCCC2)n1)C1CCCC1	8	0.1	-3	0.8
CCOC(=O)C1CCN(c2c(NCc3ccc(F)cc3)c(=O)c2=O)CC1	12	0.1	64*	-1.7
Cc1cc(C)cc(OCc2nc(Cc3ccc([N+](=O)[O-])cc3)no2)c1	19	0.7	-6	-0.6
O=Cc1[nH]c2ccccc2c1Nc1ccc([N+](=O)[O-])cc1	5	0.0	17	-0.4
CCC(=O)N1CCc2cc(OC)c(OC)cc2C1COc1ccc(C(=O)OC)cc1 (centres undefined)	12	0.1	-10	0.8
Cc1cccn2cc(CCNC(=O)CC3CCCCC3)nc12	5	0.0	-7	-1.2
CCOC(=O)COc1ccc2c(c1)c(C(=O)OCC)c(C)n2C	-9	0.0	3	1.2
O=C(Nc1ccc(OCc2ccccc2)cc1)c1ccccc1Br	-19	0.0	-16	-0.9
O=C(/C=C/c1ccc2c(c1)OCO2)c1cccs1	15	-0.1	-50	-1.8
Cc1cccc(-c2nsc(SCC(=O)Nc3ccccc3)n2)c1	6	0.0	-7	-4.4
